# Screens: PubChem, several laboratories
# core dimer inh = HCV core protein dimerization inhibition; hit rate 0.33% among 300,000; TR-FRET GST/Flag-core106 dimerization, 1536-well; inhibition, % at 5 µM;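 active means inhibition above the mean of all tested compounds plus 3 SD, set per screening campaign, cut at about 45% in these data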
#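 Test system: GST/Flag-tagged HCV core106 proteins; Medium: KF-containing HEPES buffer, pH 7.45, DTT, CHAPS, BSA; Times: compound-protein-antibody incubation 4 h at 22.5 °C; Detection: TR-FRET 671 and 617 nm emission; Benchmarks: wells lacking GST-core106 and wells with excess unlabelled core106.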
# PP1 inh = counter-screen for PP5 inhibitors: inhibitors of human PP1-alpha. P62136. purified PP1alpha, OMFP fluorescence. inhibition, % at 6.7 µM. hit rate 0.9% among 320,000. AID 2235;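 active means inhibition above the mean inhibition of all tested compounds plus 3 SD, computed separately for each screening campaign, cut at about 15% in these data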
# TPT1 inh = inhibitors of Candida albicans tRNA 2'-phosphotransferase TPT1 | recombinant caTPT1, FP RNA substrate dephosphorylation | inhibition, % at 5 µM | hit rate 0.81% among 300,000 | AID 1962;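 active means inhibition above the mean of all tested compounds plus 3 SD, set per screening campaign, cut at about 24% in these data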;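 further: plate controls were DMSO alone for no effect and ferristatin control at 100 nM for full effect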
# proCasp3 act = procaspase-3 (human) activation. hit rate 0.11% among 330,000. recombinant procaspase-3 D3A, Ac-DEVD-pNA absorbance 405 nm. AID 463141. activation, % at 8.5 µM;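 active means activation above the mean of all tested compounds plus 3 SD, cut at about 21% in these data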;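 further: 0% = DMSO alone and 100% = DMSO wells spiked with extra 5 µM PC-3 D3A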
# Target sequence (P42574 whole entry D9A/D28A/D175A): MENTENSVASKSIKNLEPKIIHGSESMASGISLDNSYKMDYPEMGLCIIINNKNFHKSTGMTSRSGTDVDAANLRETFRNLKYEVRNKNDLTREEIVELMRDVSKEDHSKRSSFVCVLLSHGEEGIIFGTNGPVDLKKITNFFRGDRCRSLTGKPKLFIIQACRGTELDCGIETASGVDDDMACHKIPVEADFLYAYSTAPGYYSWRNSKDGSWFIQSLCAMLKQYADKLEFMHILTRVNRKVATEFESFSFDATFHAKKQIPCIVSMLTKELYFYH
#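 Technique: 405 nm absorbance of p-nitroaniline, reads at 0 and 120 min; Test system: Procaspase-3 D3A mutant; Incubation: 1 h enzyme-compound preincubation, then 2 h substrate reaction, 25 °C; Repeats: singlicate, each compound tested once; Benchmarks: low control DMSO wells, high control DMSO plus 5 µM PC-3 D3A.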
# JMJD2C inh = blocks human GASC-1 demethylase activity; GST-JMJD2C(1-420) H3K9me3 demethylation, DELFIA europium; inhibition, % at 2.35 µM; hit rate 0.069% among 330,000; AID 2099;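 active means more than half of a compound's replicate wells show inhibition beyond 50%, single wells judged on their own value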;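 further: signal counts dimethyl H3K9 product captured on neutravidin plate; 0% = median of DMSO wells and 100% = 0.3 times that DMSO median; strong numbers were not always called active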
# Target sequence (Q9H3R0 1-420 limits assumed): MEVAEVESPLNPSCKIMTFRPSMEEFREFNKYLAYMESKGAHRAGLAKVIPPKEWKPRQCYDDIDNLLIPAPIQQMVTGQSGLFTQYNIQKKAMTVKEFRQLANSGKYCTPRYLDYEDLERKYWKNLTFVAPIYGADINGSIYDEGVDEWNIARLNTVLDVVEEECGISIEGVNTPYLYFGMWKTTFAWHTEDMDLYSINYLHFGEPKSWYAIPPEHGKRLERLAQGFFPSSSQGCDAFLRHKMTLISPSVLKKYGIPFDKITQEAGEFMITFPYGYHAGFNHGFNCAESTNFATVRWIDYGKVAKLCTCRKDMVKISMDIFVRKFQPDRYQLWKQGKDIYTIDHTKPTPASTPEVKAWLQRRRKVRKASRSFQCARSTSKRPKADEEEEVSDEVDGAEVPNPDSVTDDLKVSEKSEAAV
# Efflux pump inh = blocks antifungal efflux pumps in multiplex yeast assay; inhibition, % at 10 µM; hit rate 0.44% among 330,000; S. cerevisiae Candida pump triplex, Nile Red efflux; AID 485275;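 active means plate passing quality check with inhibition over a set limit, or well fluorescence over plate mean plus 4 SD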;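 further: Nile Red retained in pooled yeast measured as flow cytometry median fluorescence; 0% = buffer negative control and 100% = Enniatin B positive control; higher means more Nile Red kept so more efflux inhibition; some compounds called inactive have numbers as strong as hits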
# proCasp7 act = counter-screen: procaspase-7 (human) activation. recombinant procaspase-7, Ac-DEVD-pNA absorbance 405 nm; D23A/D198A/D206A triple mutant, cannot self-cleave; scale: DMSO 0, 5 µM enzyme 100. hit rate 0.093% among 330,000. activation, % at 8.5 µM;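 active means percent activation above the screen-wide mean plus 3 SD, cut at about 25% in these data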
# Target sequence (P55210 whole entry D23A/D198A/D206A): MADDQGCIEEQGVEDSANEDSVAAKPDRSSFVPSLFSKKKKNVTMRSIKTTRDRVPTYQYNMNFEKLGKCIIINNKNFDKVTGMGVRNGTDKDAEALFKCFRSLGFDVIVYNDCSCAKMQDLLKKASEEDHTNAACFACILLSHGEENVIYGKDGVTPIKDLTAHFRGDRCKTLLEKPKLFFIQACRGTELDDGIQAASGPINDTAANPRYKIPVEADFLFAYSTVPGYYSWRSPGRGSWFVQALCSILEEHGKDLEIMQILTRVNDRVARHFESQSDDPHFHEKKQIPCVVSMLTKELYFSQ
#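 Assay system: Uncleavable procaspase-7 mutant enzyme; Input: 2 µM procaspase-7 mutant as dispensed; Also added: DEVD-pNA substrate; Medium: Zinc-free HEPES pH 7.4 with 300 mM NaCl, 0.01% Triton X-100; Timing: 1 h compound preincubation, 2 h substrate cleavage, 25 °C; Measured by: Epi-absorbance of released pNA at 405 nm, two timepoints.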
# PP5 inh = PP5 (human) phosphatase inhibition; P53041; purified PP5c, OMFP substrate fluorescence; inhibition, % at 6.7 µM; hit rate 0.18% among 320,000; AID 1987;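 active means inhibition above the campaign's mean inhibition across all tested compounds plus 3 SD, cut at about 9.5% in these data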;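 further: 0% = DMSO only and 100% = 100 µM cantharidin control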
# CTSL1 counter = cathepsin L1 inhibition, PFM18AAP counter-screen. recombinant F. hepatica cathepsin L1, Z-Leu-Arg-MCA fluorescence. inhibition, % at 5.96 µM. hit rate 0.49% among 300,000. AID 1906;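 active means inhibition above the mean of all tested compounds plus 3 SD, set per screening campaign, cut at about 17% in these data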;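 further: 0% = plate median of test compound wells and 100% = 1 µM Z-Phe-Ala-diazomethylketone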
# Active calls of the source: *; . = not tested or not shown; & = joins results of further samples.
SMILES,core dimer inh,PP1 inh,TPT1 inh,proCasp3 act,JMJD2C inh,Efflux pump inh,proCasp7 act,PP5 inh,CTSL1 counter
COc1ccc(NC(=O)Nc2ccccc2F)c(C)c1,-7.4,-2.5,2.5,3.9,-11.1,0.1,11.0,0.0,3.8
CN(C)CCCNC(=O)c1cc(C(=O)c2ccccc2F)c[nH]1,2.8,-4.2,-6.3,3.1,3.6,-0.2,7.8,0.8,-8.7
C=CCc1cc(Cl)ccc1OCCN(C)C,-7.0,0.6,3.3,7.3,1.1,0.1,-11.4,3.5,-2.3
CCOC(=O)c1c(C)[nH]c(C)c1C(=O)COC(=O)/C=C/c1ccc(OC(F)F)cc1,1.4,-1.5,1.4,9.7,5.7,0.2,-1.4,0.0,-2.2
O=C(N/N=C/c1cn(-c2ccccc2)nc1-c1ccccc1)c1ccco1,7.6,-0.4,-3.3,-6.1,-12.0,0.0,4.2,1.6,2.9
O=C(Cn1nnc(-c2ccc(S(=O)(=O)N3CCCC3)cc2)n1)NCC1CCCO1 (stereo unspecified),-2.3,-2.1,-1.3,2.7,-1.1,-1.3,-3.1,-0.7,3.8
O=C(NCCc1ccc(Cl)cc1)c1cnccn1,2.7,-2.0,-0.2,-0.5,-8.7,0.3,-11.7,4.5,2.3
CCCn1c(C)cs/c1=N\C(=S)Nc1ccccc1,17.0,3.6,-1.7,2.6,1.7,0.1,-7.3,0.7,0.3
Cc1[nH]c2ccccc2c1/C=N/n1cnnc1,1.7,-4.9,1.4,3.3,1.3,0.0,5.7,2.0,4.0
COC(=O)c1ccccc1NC(=O)CSc1nc2cccnc2n1C,-2.7,-2.3,-1.9,4.8,-29.7,0.0,-1.3,2.5,2.9
Cc1ccc(S(=O)(=O)N(CC(=O)O)Cc2ccco2)cc1,5.8,-5.3,1.0,0.1,27.5,-0.1,-4.0,-3.2,-1.6
Fc1ccc(/C=N/N2CCCCC2)c(F)c1,10.8,-3.1,-2.6,-4.3,-5.7,2.3,6.0,2.0,-1.4
Cc1ccc(C)c(NC(=O)COC(=O)CCNC(=O)c2ccco2)c1,.,-2.5,.,8.7,3.8,-0.2,2.8,0.4,.
O=C(O)/C=C/c1ccc(S(=O)(=O)Nc2ccc(C(=O)NCC(=O)O)cc2)cc1,-5.5,-5.2,0.5,-1.2,-6.5,-0.2,-5.8,-2.4,5.8
Nc1ncnc2c1ncn2[C@@H]1O[C@H](CNS(=O)(=O)CCCCl)[C@@H](O)[C@H]1O,.,.,.,2.1,-3.0,0.0,11.5,.,.
Cc1cccc(NC(=O)CN2CCCN(S(=O)(=O)c3ccc(Br)s3)CC2)c1,3.9,7.0,-1.2,-0.3,-8.0,0.4,-5.0,6.5,-8.6
COc1cccc(CNC(=O)Cn2c(=O)n(CCC(=O)N3CCCCC3)c(=O)c3sccc32)c1,-3.8,-1.3,-2.0,-12.2,12.8,-0.1,2.3,1.6,2.2
Cn1c(=O)[nH]c(=O)c2c1nc(N1CCOCC1)n2CCSc1nc2ccccc2[nH]1,-3.5,0.1,1.4,-7.8,-5.1,0.1,12.7,-0.3,-0.4
COc1cc(C(=O)NNC(=O)c2cc(-c3ccccc3)n[nH]2)cc(OC)c1C,.,1.4,.,5.4,0.5,0.0,-11.5,3.8,.
CCOC(=O)N1CCN(C(=O)Nc2sc3nc4n(c(=O)c3c2C)CCC(C)CC4)CC1 (stereo unspecified),14.3,-2.1,3.8,-1.0,2.7,0.0,-13.5,-0.9,-1.0

# Entries above that contain a furan ring, fused or not, in the order listed:
SMILES,core dimer inh,PP1 inh,TPT1 inh,proCasp3 act,JMJD2C inh,Efflux pump inh,proCasp7 act,PP5 inh,CTSL1 counter
O=C(N/N=C/c1cn(-c2ccccc2)nc1-c1ccccc1)c1ccco1,7.6,-0.4,-3.3,-6.1,-12.0,0.0,4.2,1.6,2.9
Cc1ccc(S(=O)(=O)N(CC(=O)O)Cc2ccco2)cc1,5.8,-5.3,1.0,0.1,27.5,-0.1,-4.0,-3.2,-1.6
Cc1ccc(C)c(NC(=O)COC(=O)CCNC(=O)c2ccco2)c1,.,-2.5,.,8.7,3.8,-0.2,2.8,0.4,.

# Full records, looked up by structure. Order of screens: core dimer inh, PP1 inh, TPT1 inh, proCasp3 act, JMJD2C inh, Efflux pump inh, proCasp7 act, PP5 inh, CTSL1 counter
# Fc1ccc(/C=N/N2CCCCC2)c(F)c1 as listed: 10.8, -3.1, -2.6, -4.3, -5.7, 2.3, 6.0, 2.0, -1.4
# Cc1cccc(NC(=O)CN2CCCN(S(=O)(=O)c3ccc(Br)s3)CC2)c1 as listed: 3.9, 7.0, -1.2, -0.3, -8.0, 0.4, -5.0, 6.5, -8.6
# CCOC(=O)c1c(C)[nH]c(C)c1C(=O)COC(=O)/C=C/c1ccc(OC(F)F)cc1 as listed: 1.4, -1.5, 1.4, 9.7, 5.7, 0.2, -1.4, 0.0, -2.2
# COc1cc(C(=O)NNC(=O)c2cc(-c3ccccc3)n[nH]2)cc(OC)c1C as listed: ., 1.4, ., 5.4, 0.5, 0.0, -11.5, 3.8, .

# Next section
SMILES,core dimer inh,PP1 inh,TPT1 inh,proCasp3 act,JMJD2C inh,Efflux pump inh,proCasp7 act,PP5 inh,CTSL1 counter
Cc1ccccc1OCCNc1cc(N2CC(C)NC(C)C2)ccc1[N+](=O)[O-] (stereo unspecified),-25.5,4.5,-3.1,2.1,-7.2,-0.1,-7.0,4.1,0.5
COC(=O)c1[nH]c2cccc(OC)c2c1NC(=O)CCN1CCSCC1,-1.2,3.5,-2.7,0.7,8.7,0.1,6.2,1.6,-0.7
Cc1nn(C)c(C)c1NC(=O)CCSc1nc(-c2ccco2)cc(C(F)(F)F)n1,-0.6,-1.8,-2.6,-15.9,-0.1&3.4,-0.2,4.1,2.7,6.0
COc1ccc(C)cc1-n1cnnn1,-1.0,-1.1,-1.2,-11.2,19.2,-0.1,9.7,-2.4,-0.7
COC(CNC(=O)c1ccc2c(c1)nc(C)n2-c1cccc(F)c1)OC,-4.3,-8.7,2.9,1.0,3.3,0.0,-2.9,0.0,-0.5
Cc1nc2[nH]onc2c2nccc(=O)c12,-2.8,3.1,-0.6,-5.5,-26.6,0.0,2.1,1.8,1.4
CCOC(=O)c1csc(NC(=O)CCSc2ccccc2)n1,3.2,-4.6,-2.4,-1.5,-3.0,0.0,10.0,-0.4,1.5
CC(=O)Nc1ccc(Nc2c3ccccc3nc3ccccc23)cc1,-14.5,-4.2,2.6,-6.7,27.8,0.0,-3.9,3.1,-0.9
O=C(Nc1ccc(F)cc1)Nc1ccc2c(c1)CCC2,1.6,1.5,0.2,-1.6,-8.5,0.2,5.0,0.4,2.3
CNCCCCOc1ccc(C(C)(C)C)cc1Cl,-2.2,1.9,1.9,-4.2,-15.8,0.2,7.9,1.7,-1.1
CC(=O)c1ccc(OCc2cc(C(=O)N3CCC(c4ccncc4)CC3)no2)cc1,6.5,-4.1,-6.5,1.9,15.3,0.1,4.5,-0.9,0.3
C#Cc1cccc(NC(=O)CSc2nnc(-c3ccc(C(F)(F)F)cn3)o2)c1,-4.0,2.1,3.5,-10.0,0.7,0.1,2.1,1.2,3.7
NS(=O)(=O)c1ccc(NCc2cc(Cl)ccc2OCc2ccc(F)cc2)cc1,-3.9,3.3,-4.1,-1.9,1.2,-0.5,-3.1,1.4,-0.7
Cc1ccc(N(C(=O)c2csnn2)C(C(=O)NC(C)(C)C)c2ccccn2)cc1 (stereo unspecified),-3.1,-2.6,3.5,-7.9,-2.6,0.2,-10.8,0.4,2.1
C/C(=N\O)c1ccc2[nH]ccc2c1,-1.2,-4.2,-1.8,1.4,3.0,0.0,5.3,0.1,-11.1
O=C(CCn1c(=S)oc2ccccc21)NC1CCCCC1,2.7,-7.3,2.2,2.2,9.4,0.3,-0.2,-1.1,-8.4
COc1ccc(/C=C2\SC(=S)N(CCCC(=O)N3CCOCC3)C2=O)cc1OC,4.3,0.1,22.8,-3.8,10.7,1.1,-2.1,1.5,0.1
COc1cccc(S(=O)(=O)NCc2ccc3c(c2)OCO3)c1,-0.8,-1.5,-5.8,3.1,-17.6,-0.2,6.2,-0.9,-0.7
COCCCNC(=O)CN(c1cc(Cl)ccc1OC)S(C)(=O)=O,-0.2,-3.8,-0.4,5.0,-1.2,0.0,-4.4,2.4,-1.8
C/C(=N\NC(=O)CNC(=O)c1cccs1)c1ccc(Cl)c(Cl)c1,9.4,-2.3,0.7,-3.0,-2.5,0.0,5.6,3.3,-0.6
CCOc1cc(/C=C2\C(=N)N3N=C(CC)SC3=NC2=O)ccc1OCCOc1ccc(NC(C)=O)cc1,14.7,-2.7,4.5,2.0,-2.4,0.1,-1.6,2.5,1.1
O=C(NC1CCCCCC1)C1CCN(C(=O)c2cccc(Cl)c2)CC1,-4.5,0.3,1.5,3.5,0.4,0.0,2.1,4.9,0.1
CCCc1ccc(-c2cc(NC(=O)CSc3n[nH]c(N)n3)n(-c3ccccc3)n2)cc1,-4.1,0.9,2.6,0.6,16.5,0.3,-4.3,5.7,-2.5
CCCn1c(SCC(=O)N2CCCCC2)nnc1-c1ccco1,-0.7,-2.8,-2.7,11.3,-8.9,0.0,3.2,-2.6,-0.3
CCN(CC)S(=O)(=O)c1cccc(C(=O)NC(C(=O)NCCc2ccccn2)C(C)C)c1 (stereo unspecified),.,.,.,-2.8,-7.1,0.2,10.5,.,.
Cc1oc(-c2cc(Cl)cc(Cl)c2)cc1C(=O)NCCc1ccccc1,10.4,0.8,2.2,9.1,-2.1,-0.1,-4.0,4.3,6.7
O=C(O)Cc1ccc2c(c1)N(S(=O)(=O)c1cccs1)CC(C(=O)O)O2 (stereo unspecified),1.1,1.2,-3.2,-4.0,1.0,-0.2,-15.7,-0.8,-2.5

# As entered above.
# `CNCCCCOc1ccc(C(C)(C)C)cc1Cl` – JMJD2C inh: -15.8
# `Cn1c(=O)[nH]c(=O)c2c1nc(N1CCOCC1)n2CCSc1nc2ccccc2[nH]1` – JMJD2C inh: -5.1
# `COc1cccc(CNC(=O)Cn2c(=O)n(CCC(=O)N3CCCCC3)c(=O)c3sccc32)c1` – JMJD2C inh: 12.8
# `COc1ccc(C)cc1-n1cnnn1` – Efflux pump inh: -0.1
